FLuc modulator: qHTS profiling assay for firefly luciferase inhibitor/activator using purifed enzyme and Km concentrations of substrates (counterscreen for miR-21 project). Luciferin 4-monooxygenase (Photinus pyralis), P08659. Potency, µM (top dose mostly 57.5 µM), for the others: at the top dose activity change, negative = inhibition, usual class: inhibitors. AID 588342, 2011. purified FLuc, Km substrates, luminescence inhibition. 6.9% of 360,000 active; active = well fitted inhibition curve with a large enough effect; inconclusive = small, poorly fitted or top-dose-only effect;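 note: plate controls were vehicle for no effect and reference inhibitor for full effect; nearly all actives have a fitted effect of over 55% in size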
Target sequence (P08659 whole entry, looked up): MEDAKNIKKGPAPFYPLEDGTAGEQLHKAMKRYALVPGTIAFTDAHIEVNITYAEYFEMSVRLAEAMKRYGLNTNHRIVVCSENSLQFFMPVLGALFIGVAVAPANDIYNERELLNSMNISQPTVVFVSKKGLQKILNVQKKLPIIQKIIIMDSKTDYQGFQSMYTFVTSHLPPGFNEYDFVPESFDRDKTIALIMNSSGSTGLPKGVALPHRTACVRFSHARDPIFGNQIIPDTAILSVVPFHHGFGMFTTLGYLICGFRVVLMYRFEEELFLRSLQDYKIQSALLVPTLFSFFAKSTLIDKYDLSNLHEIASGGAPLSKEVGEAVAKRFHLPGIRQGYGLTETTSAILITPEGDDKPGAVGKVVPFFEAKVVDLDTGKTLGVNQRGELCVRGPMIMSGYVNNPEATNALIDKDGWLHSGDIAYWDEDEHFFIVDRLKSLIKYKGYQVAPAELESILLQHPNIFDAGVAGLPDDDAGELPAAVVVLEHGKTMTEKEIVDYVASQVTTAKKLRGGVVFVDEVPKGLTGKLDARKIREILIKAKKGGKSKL
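Biochemical qHTS of compounds, final roughly 60 µM downward over six points, against 10 nM purified firefly luciferase using Km concentrations of substrates (10 uM D-luciferin, 10 uM ATP) in Tris acetate pH 7.5 buffer; luminescence output.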
* = called active by the depositor; ? = inconclusive. Potency is the fitted concentration of half-maximal effect. Not all compounds are listed (hit frequency here may not be typical).

Molecule,FLuc modulator
CCOC(=O)c1c(C)[nH]c(C)c1S(=O)(=O)N1CCN(c2cccc(C(F)(F)F)c2)CC1,-6%
Cc1nc2c(C(=O)NCCc3ccc(Cl)cc3)c[nH]n2c(=O)c1Cc1ccccc1F,?
Cn1c(=O)c2sccc2n2c(CCCC(=O)NC3CCCCC3)nnc12,-8%
COc1cccc(-n2c(=O)c3sc4ccccc4c3n(CC(=O)Nc3ccccc3C)c2=O)c1,2%
COc1ccccc1N1CCN(C(=O)CSc2nc(-c3ccc(C(C)C)cc3)no2)CC1,2.1µM*
CCOc1ccc(NS(=O)(=O)c2ccc3[nH]cc(C(=O)N4CCCCCC4)c(=O)c3c2)cc1,?
COc1cccc(-c2nc(SCc3cccc(Br)c3)n3[nH]c(=O)cc3n2)c1,?
CCOC(=O)c1c(C)[nH]c(C)c1S(=O)(=O)N1CCCC(C(=O)Nc2cccc(CC)c2)C1 (configuration not stated),-4%
CN(C(=O)Cn1c(=O)n(CCCS(=O)(=O)C2CCCCC2)c(=O)c2ccccc21)c1ccccc1,-1%
COc1cc(OC)c(N(C)C(=O)c2sc3nc4n(c(=O)c3c2C)CCCCC4)cc1Cl,-7%
COCCCNC(=O)NC(CCC(C)C)c1c(-n2cccc2)sc2c1CCN(C)C2 (configuration not stated),1%
O=S(=O)(Nc1cccc(-c2ccc(N3CCOCC3)nn2)c1)c1ccc(F)cc1F,7.6µM*
COc1ccc(C2=NC3(CCCCC3)N(CC(=O)Nc3ccc(C(C)C)cc3)C2=O)cc1,4%
COc1cc(C2Oc3nc(SC)nnc3-c3ccccc3N2C(C)=O)cc(Cl)c1OC (configuration not stated),1%
Cn1cc(CN(C(=O)Nc2ccc(Cl)c(Cl)c2)C2CCCCC2)c2ccccc21,-2%
O=C(NCCC1=CCCCC1)c1ccc2c(=O)n3nc(Nc4ccccc4)sc3nc2c1,1%
Cc1cc(C)c2c(=O)cc(C(=O)Nc3ccc(S(=O)(=O)N(C)Cc4ccccc4)cc3)oc2c1,4%
CCOc1ccccc1CN(CCc1ccc2c(c1)OCO2)Cc1cc(OC)c(OC)cc1OC,-6%
Cc1cc(N2CCN(c3ccc(F)cc3)CC2)n2nc(-c3ccc(Cl)cc3)nc2n1,-2%
O=c1c2sc3ccccc3c2n(Cc2ccc(F)cc2)c(=O)n1Cc1ccccc1,-7%
CC(=O)Nc1ccc(-c2csc(N3CCC(C(N)=O)CC3)n2)cc1,-11%
Cn1nnnc1SCCNCc1ccc(OCc2ccccc2)cc1,5%
COc1ccc(S(=O)(=O)NCCc2sc3nc(-c4ccc(C)cc4)nn3c2C)cc1C,-15%
Cc1ccc(CCNC(=O)c2nnc(Cc3cccc(F)c3)o2)cc1,-2%

Of the compounds above, 5 have an NH in an aromatic ring.
Molecule,FLuc modulator
CCOC(=O)c1c(C)[nH]c(C)c1S(=O)(=O)N1CCN(c2cccc(C(F)(F)F)c2)CC1,-6%
Cc1nc2c(C(=O)NCCc3ccc(Cl)cc3)c[nH]n2c(=O)c1Cc1ccccc1F,?
CCOc1ccc(NS(=O)(=O)c2ccc3[nH]cc(C(=O)N4CCCCCC4)c(=O)c3c2)cc1,?
COc1cccc(-c2nc(SCc3cccc(Br)c3)n3[nH]c(=O)cc3n2)c1,?
CCOC(=O)c1c(C)[nH]c(C)c1S(=O)(=O)N1CCCC(C(=O)Nc2cccc(CC)c2)C1 (configuration not stated),-4%

The list goes on:
Molecule,FLuc modulator
O=C(CSc1c2c(nc3ccc(Cl)cc13)CCCC2)NCc1ccccc1Cl,-6%
COc1ccccc1N1CCN(Cc2nnc(-c3ccccc3C)o2)CC1,-2%
COc1ccc(Cl)cc1NC(=O)c1cnc(N2CCCCC2)c2ccccc12,7%
CCCCSCCCNC(=O)c1c[nH]c2ccc(S(=O)(=O)Nc3cccc(OC)c3)cc2c1=O,-18%
Cc1ccc(C)c(CN2CCCN(CC(=O)Nc3ccc(C)c(C)c3)S2(=O)=O)c1,-13%
COc1ccc(NC(=O)C(c2ccccc2)N(C)C(=O)/C=C\c2ccc3c(c2)OCO3)cc1 (configuration not stated),0%
CCc1ccc(NC(=O)c2cnc3c(-c4ccccc4)c(C)nn3c2C)cc1,-4%
O=c1c2sccc2n(Cc2cc(=O)n3ccccc3n2)c(=O)n1-c1cccc(C(F)(F)F)c1,-9%
CCc1ccc(C2CC(=O)c3c([nH]c(C(=O)OC4CCCCCC4)c3C)C2)cc1 (configuration not stated),-3%
COc1cccc(-c2n[nH]c3c2C(c2ccccn2)N(C)C3=O)c1 (configuration not stated),-7%
CCOC(=O)c1ccc(NC(=O)Cn2cc(C(=O)c3ccc(Cl)cc3)c(=O)c3ccc(C)nc32)cc1,2%
CCc1ccc(CNC(=O)c2cc(=O)[nH]c3ccc(S(=O)(=O)N4CCCCC4)cc23)cc1,0%
CN(C)c1ccc(C(CNC(=O)Cc2ccc(Cl)cc2)N2CCOCC2)cc1 (configuration not stated),-3%
Cc1ccc(NC(=O)CCC(=O)N2Cc3ccccc3Oc3ncccc32)c(C)c1,-11%
Cc1ccccc1-c1nc(SCC(=O)NCc2ccco2)c2c(=O)n(C)c(=O)n(C)c2n1,-2%
COc1ccc(CC(=O)N2CC(=O)Nc3ccc(F)cc3C2c2ccccc2)cc1 (configuration not stated),-1%
CCOc1ccc(Cn2c(CNS(=O)(=O)c3c(C)cc(C)cc3C)nc3cccnc32)cc1,-16%
Cc1ccc(Cl)cc1-n1c(=O)c2sc3ccccc3c2n(Cc2ccccc2)c1=O,-1%
Cc1cc(C)cc(-n2ccnc2SCC(=O)Nc2ccc(C)c(Cl)c2)c1,-12%
O=C(NCCc1ccccc1)c1nn(-c2ccccc2F)nc1CO,7%
COc1cc(-c2oc3ccc(C)cc3c(=O)c2O)cc(OC)c1OC,-5%
COC(=O)c1ccc2c(=O)n3nc(Nc4ccc(F)cc4F)sc3nc2c1,-2%
Cc1cccc(C)c1NC(=O)c1cc(S(=O)(=O)N2CCc3ccccc3C2)ccc1F,-6%
CCc1ccccc1N(CC)C(=O)c1cc2c(s1)-c1ccccc1SC2,-10%
CC(=O)Nc1ccc(S(=O)(=O)Nc2ccc(-c3cn4c(C)csc4n3)cc2)cc1,17µM*
Cc1ccc(NC(=O)CCc2nc3cccnc3n2-c2ccccc2)cc1Cl,1%
CC(C)(C)c1ccc(C(=O)NC2(C(F)(F)F)NC(=O)N(CCc3ccccc3)C2=O)cc1 (configuration not stated),0%
CCOc1ccc(CCNC(=O)CCc2c(C)nc3c(-c4ccccc4)c(C)nn3c2C)cc1OCC,2%
CCOc1ccccc1CNC(=O)CCCn1c(=O)c2cccn2c2ccc(F)cc21,-14%
O=C(Cc1ccc(Cl)cc1)Nc1nnc2n1CCS2,-1%
CCc1cccc(CC)c1NC(=O)Cn1nnc2sc(-c3ccccc3)cc2c1=O,-7%
Cc1ccc2c(CNCc3ccc(C)o3)c(C(=O)O)n(Cc3ccccc3C)c2c1,-13%
Cc1ccccc1C(=O)Nc1ccc(C(=O)OCc2cc(=O)n3nc(C(C)C)sc3n2)cc1,-1%
Cc1nc2cc(-c3cccc(F)c3)nn2c(C)c1CCC(=O)NC1CCCCC1,12µM*
C=CCc1c(C)nc2nc(SCC(=O)Nc3ccc(OCC)cc3)nn2c1C,-1%
Cc1cc(C)cc(NC(=O)CCS(=O)(=O)c2ccc3c(c2)oc(=O)n3C)c1,-6%
COc1ccc(C)cc1S(=O)(=O)Nc1cccc(-c2ccc(N3CCCC3)nn2)c1,?
O=C(NCc1ccccc1Cl)c1cc2ccccc2o1,?
COc1ccc(CNC(=O)c2cc(Nc3ccccc3C)nc3ccccc23)cc1,?
COc1ccc(CNC(=O)Cn2c(=O)nc(-c3ccccc3F)c3cc(Cl)ccc32)cc1OC,-11%
Cn1nnc2c(NCc3c(F)cccc3F)ncnc21,-6%
Cc1ccc(NC(=O)c2sc3nc(-c4ccc(F)cc4)cn3c2C)c(C)c1,1%
Cc1cc(C)c2c(c1)c(C)cc1nnc(SCc3ccccc3C#N)n12,-13%
COc1ccc(OC)c(NC(=O)c2c(NCc3ccc(OC)c(OC)c3)sc3c2CCC3)c1,-9%
Cn1cnc(S(=O)(=O)N2CCCC(C(=O)Nc3cccc(C#N)c3)C2)c1 (configuration not stated),-1%
O=C(CCC1N=C2c3ccccc3N=C(SCc3ccc(F)cc3)N2C1=O)N1CCN(c2ccccc2)CC1 (configuration not stated),4%
CCOc1ccc(S(=O)(=O)N(CC(=O)Nc2ccc(OC)c(Cl)c2)c2ccccc2)cc1,0%
CCOc1ccc(CC(=O)NC2CC(=O)N(c3ccc(C)c(C)c3)C2)cc1 (configuration not stated),-9%
CC(C)NC(=O)CCCN1C(=O)CCn2nc(-c3cccn3C)cc21,-5%
COc1ccc(-c2noc(CSc3nnc(Cc4ccccc4)n3-c3ccccc3)n2)cc1OC,-13%
CC(C)c1ccc(Cc2cn3cc(-c4cc5ccccc5oc4=O)nc3s2)cc1,-17%
Cc1ccc(C)c(Nc2nc(-c3ccccc3)c3cc(Br)ccc3n2)c1,0%
CCC(C)NC(=O)c1ccccc1NC(=O)C1CCN(S(=O)(=O)Cc2ccccc2)CC1 (configuration not stated),-8%
CCOC(=O)CC(NC(=O)Cn1nnc(-c2ccc(C(F)(F)F)cc2)n1)c1ccc(C)cc1 (configuration not stated),-2%
COc1ccc(CCNC(=O)Cc2ccc(NC(=O)N3CCSc4ncccc43)cc2)cc1OC,4%
COc1ccc(CCNC(=O)Cn2ncc3c(C)n(Cc4ccccc4F)c(C)c3c2=O)cc1OC,-10%
COc1ccc(NC(=O)C2CCN(S(=O)(=O)c3c(C)noc3/C=C/c3cccs3)CC2)cc1Cl,0%
CCc1ccc(-n2nc(CO)c(C(=O)NCc3cccnc3)n2)cc1,?
CCc1ccc(CNC(=O)C(CC)n2ccc3cc(S(=O)(=O)N4CCCCC4)ccc32)cc1 (configuration not stated),4%
O=C(Cn1c(SCCOc2ccccc2)nc2ccccc21)N1CCOCC1,1%

New compounds follow
Molecule,FLuc modulator
COc1ccccc1C(=O)n1nc(-c2ccccc2)nc1NCc1ccc(Cl)cc1,-2%
CC(=O)c1ccc(NC(=O)COc2ccccc2-c2nc(-c3ccc(C)cc3)no2)cc1,3%
COc1ccc(CCNC(=O)C2CCCN(c3nc4c(C)cc(C)cc4s3)C2)cc1OC (configuration not stated),?
COCCCNC(=O)c1c(-c2ccccc2)c(-c2ccccc2)nn(C)c1=O,-6%
COc1cc(C2CC(=O)N(Cc3ccc(F)cc3)c3ccccc3S2)cc(OC)c1OC (configuration not stated),-13%
O=C(CCc1ccccc1)NC1CC(=O)N(c2ccccc2)C1 (configuration not stated),-1%
COc1ccccc1C(=O)NC1=NC(c2ccc(Br)cc2)CC(=O)N1 (configuration not stated),4.8µM*
Cc1ccc(CNC(=O)NC2COc3ccccc3C2)cc1 (configuration not stated),-2%
CCCc1cnc2c(c1SCC(=O)NCc1ccc(C)cc1)c(=O)n(C)c(=O)n2C,-2%
Cc1cc(N2CCC(C)CC2)nc2ccc(NC(=O)Cc3c(F)cccc3Cl)cc12,-7%
CCN(Cc1ccccc1)S(=O)(=O)c1ccc(F)c(C(=O)Nc2cc(C(F)(F)F)ccc2Cl)c1,-7%
Cc1nn(CC(=O)N2CCN(c3ccccc3)CC2)c(=O)c2cc3cc(F)ccc3n12,6%
CCSC1=NC2(CCN(C(=O)NC3CCCCC3)CC2)N=C1c1ccc(Cl)cc1,4%
CCCOc1ccc(-c2nn(-c3ccccc3)cc2C2NC(=O)NC(C)=C2C(=O)OC)cc1 (configuration not stated),?
CCOC(=O)C1CCCN(c2nc3c(S(=O)(=O)c4ccc(C)c(C)c4)nnn3c3ccc(Cl)cc23)C1 (configuration not stated),-1%
Cc1ccc(Cl)cc1N1CCN(C(=O)Cn2ncc3c4ccccc4n(C)c3c2=O)CC1,-11%
NC(=O)C1CCN(c2nc(-c3cccc([N+](=O)[O-])c3)cs2)CC1,?
O=C(C1CCC(Cn2c(=O)c3sccc3n(Cc3cccc(F)c3)c2=O)CC1)N1CCOCC1 (configuration not stated),2%
Cc1ccc(C)c(CN2C(=O)C(O)(c3c[nH]c4ccccc34)c3ccccc32)c1 (configuration not stated),-16%
COCCN1Cc2cccc(C(=O)Nc3ccc(C)cc3C)c2C1=O,-3%
CC1CCc2nc3ncn(Cc4ccc(Cl)cc4)c(=O)c3cc2C1 (configuration not stated),?
COc1ccc(N2CCN(C(=O)c3ccc(-c4nc(COc5ccccc5)c(C)o4)cc3)CC2)cc1,-11%
CCC(O)c1nc2ccccc2n1Cc1cc(C)ccc1C (configuration not stated),-1%
COc1ccc(C(=O)N2CCN(c3nc4c(C)c(Cl)ccc4s3)CC2)c(OC)c1,-18%
N#C/C(=C/c1ccc(Cl)cc1)c1nc(-c2ccc(Br)cc2)cs1,-1%
COc1ccc(Nc2cc(C)nc3c(C)c(C)ccc23)cc1,6%
Cc1ccc(NC(=O)c2nn(C)c3c2CS(=O)(=O)c2ccccc2-3)c(Cl)c1,?
CC1=C(C(=O)Nc2ccc(F)cc2F)C2(CCCCCC2)OC1=O,-4%
COc1ccc(OC)c(CCNC(=O)c2nn(C)c3c2CSc2ccccc2-3)c1,5%
CCC(C)NC(=O)c1cccc(NC(=O)c2nsc3ccccc23)c1 (configuration not stated),6µM*

Assay outcomes (PubChem)
